POLI inh = inhibitors of human DNA polymerase iota; hit rate 1% among 390,000; AID 588590; Q9UNA4; Pol iota fluorescent replication assay, 10 min; Potency, µM (highest dose often 115 µM), for inactives: at the top dose activity, negative = inhibition, hits mostly inhibitors; further: potency means the concentration at half of the fitted maximal effect
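Fluorescent replication assay read twice, at 0 min and 10 min after adding 50 nM (final) substrate. Enzyme (10 nM) and compounds were first incubated 15 min at room temperature; enzyme-free buffer wells were negative controls.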
Apoferritin bind = binds horse apoferritin like a general anesthetic | apoferritin/1-aminoanthracene competitive binding, fluorescence | Potency, µM (titrated, usually from 77.5 µM), for the others: top-dose activity change, negative = displacement, actives largely listed as inhibitors | hit rate 0.074% among 350,000; further: potency means the concentration at half of the fitted maximal effect; on the % scale 0 is the no-effect control and ±100 the full control effect; nearly all actives have a fitted effect of over 20% in size
Target sequence (P02791 2-175 limits assumed): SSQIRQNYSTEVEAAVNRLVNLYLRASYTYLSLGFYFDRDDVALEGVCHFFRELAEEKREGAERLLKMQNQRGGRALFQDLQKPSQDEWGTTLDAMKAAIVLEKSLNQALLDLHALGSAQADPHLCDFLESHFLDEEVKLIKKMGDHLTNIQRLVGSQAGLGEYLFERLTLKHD
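Probe: 1-aminoanthracene (50% saturated, PBS). Protein: horse-spleen apoferritin, 10 uM. Incubation: 10 min, room temperature. Detection: 380 nm excitation, 535 nm emission. Analysis: normalized response, four-parameter Hill.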
BLM helicase inh = blocks DNA unwinding by human BLM helicase; recombinant BLM DNA unwinding, fluorescence dequenching; Potency, µM (highest dose often 56.1 µM), inactives show top-dose activity change, negative = inhibition, usual class: inhibitors; hit rate 0.2% among 350,000; AID 2528;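 further: potency means the concentration at half of the fitted maximal effect; plate controls were vehicle for no effect and no enzyme for full effect; nearly all actives have a fitted effect of over 35% in size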
POLK inh = blocks human DNA polymerase kappa activity | hit rate 0.53% among 400,000 | Potency, µM (titrated, usually from 107 µM), inactives show top-dose activity, negative = inhibition, usual class: inhibitors | Q9UBT6 | purified Pol kappa, fluorescent DNA synthesis assay, 10 min; further: potency means the concentration at half of the fitted maximal effect; on the % scale 0 is the no-effect control and ±100 the full control effect
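Kinetic fluorescence readout at 0 and 10 min followed reaction start with substrate at 50 nM final. Beforehand, enzyme (10 nM Pol kappa) stood 15 min with compound at room temperature; buffer-only wells were negative controls.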
Pol beta inh = DNA polymerase beta (human) inhibition | Potency, µM (top dose mostly 114 µM), inactives show at the highest dose activity change, negative = inhibition, actives largely listed as inhibitors | Pol beta primer extension/strand displacement, fluorescence kinetic | hit rate 1.3% among 340,000; further: potency means the concentration at half of the fitted maximal effect; on the % scale 0 is the no-effect control and ±100 the full control effect
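Preincubation: enzyme (10 nM) with compound, 15 min, RT. Reaction: substrate added to 50 nM final. Reads: 0 and 10 min. Analysis: normalized, Hill fit.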
POLH inh = inhibitors of human DNA polymerase eta; Q9Y253; Potency, µM (top dose mostly 114 µM), for the others: at the top dose activity change, negative = inhibition, usual class: inhibitors; recombinant Pol eta, fluorescent DNA replication assay; hit rate 1.2% among 390,000; further: potency means the concentration at half of the fitted maximal effect; on the % scale 0 is the no-effect control and ±100 the full control effect
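Fluorescent replication assay: 50 nM final substrate added after a 15 min room-temperature compound preincubation with 10 nM enzyme. Signal taken at 0 min and again at 10 min.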
LDHA block = LDHA (human) enzyme inhibition; purified LDHA, NADH/diaphorase-resazurin fluorescence; hits give low values; activity change, % (values are at about 110 or 230 µM); hit rate 0.15% among 480,000; AID 1347041; in the data active means activity change below about -30%; inconclusive means mostly about -25% to -30%;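 further: plate controls were DMSO wells for no effect and wells without enzyme for full effect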
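Resorufin fluorescence (ex540/em590), read at 0 and 20 min after diaphorase/resazurin addition, reports the NADH left after a 5 min room-temperature reaction of 2 nM human LDH5 with 0.06 mM NADH and 0.2 mM pyruvate.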
GRP78 ERSR act = ER stress response induction in glioma; U87-MG GRP78 promoter luciferase reporter, 16 h; Potency, µM, without a hit: top-dose activation, most hits filed as activators; hit rate 0.02% among 420,000; further: potency means the concentration at half of the fitted maximal effect; series mostly up to about 76 µM; % of control where 0% means no effect; nearly all actives have a fitted effect of over 35% in size
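Stably transfected U87-MG human glioma cells carrying a GRP78-based luminescent sensor were seeded at 1000 cells/well, pin-dosed with compounds and incubated 16 h. Luciferase reagent was then added, and end-point luminescence was read after 10 min at room temperature.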
APEX1 inh = blocks human APE1 abasic DNA cleavage; AID 2517; recombinant APE1, TAMRA/BHQ-2 abasic DNA cleavage fluorescence; P27695; Potency, µM (titrated, usually from 65.8 µM), for the others: top-dose activity change, negative = inhibition, actives largely listed as inhibitors; hit rate 0.35% among 350,000;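 further: potency means the concentration at half of the fitted maximal effect; plate controls were vehicle for no effect and reference inhibitor for full effect; nearly all actives have a fitted effect of over 55% in size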
Target sequence (P27695 whole entry, looked up): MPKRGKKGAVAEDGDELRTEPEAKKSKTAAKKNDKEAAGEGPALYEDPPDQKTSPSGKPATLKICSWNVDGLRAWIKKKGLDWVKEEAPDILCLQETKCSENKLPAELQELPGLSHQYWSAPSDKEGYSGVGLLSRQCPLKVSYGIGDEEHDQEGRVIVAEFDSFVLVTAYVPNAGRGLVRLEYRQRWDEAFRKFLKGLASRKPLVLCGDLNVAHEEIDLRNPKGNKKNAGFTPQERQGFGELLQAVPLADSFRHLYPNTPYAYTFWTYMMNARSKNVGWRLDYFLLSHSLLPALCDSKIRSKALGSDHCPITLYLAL
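Enzyme (0.75 nM final) and test compound are incubated 15 min at room temperature before adding 50 nM quenched THF abasic-site duplex. Cleavage dequenches TAMRA, followed at 525/598 nm over three reads one minute apart.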
Numbers without * were called inactive; u = inconclusive; x = no result given; & = joins results of further samples; [ ] = dose if it differs, or a comment. Unless noted, the call rests on the fitted dose curve; in most records, active means well fitted curve in the direction sought with a large enough effect; inconclusive means small, poorly fitted or top-dose-only effect, or another doubt; inactive means no such curve, though single readings can be large; an effect the other way counts as inactive or inconclusive. This is a subset; the hit share may differ from the screen's.

SMILES | POLI inh | Apoferritin bind | BLM helicase inh | POLK inh | Pol beta inh | POLH inh | LDHA block | GRP78 ERSR act | APEX1 inh
COC(=O)c1cc2c(cc1Cl)SC(=NCCCN1CCOCC1)NS2(=O)=O | -4% | -8% | -1% | 0% | 16% | 2% | -6 | -2% | -7%
CC(C)Cn1c(C23CC4CC(CC(C4)C2)C3)n[nH]c1=S | 8% | u | -5% | 4% | -11% | -13% | 2 | -5% | 26%
CCCC(O)(c1ccc(Cl)cc1)C(CN1CCOCC1)c1ccc(Cl)cc1 (stereo unspecified) | -3% | 4% | -11% | -14% | 0% | -27% | 0 | -2% | 8%
CN(C)/C=C1\NC(=S)N(c2ccc(Cl)cc2)C1=O | 71%[activator] | -2% | -6% | -2% | -18% | -14% | -2 | -1% | -7%
COc1cccc(C(=O)O[C@H]2[C@H](Cc3ccccc3)NS(=O)(=O)[C@H]3C[C@@H]4C=C[C@]23O4)c1 | -15%&36% | x | x | -8%&12% | x | -18% | 1 | -1%&-3% | -7%
O=[N+]([O-])c1cccc(NC(=S)Nc2nc(-c3ccccc3Cl)cs2)c1 | 10% | -21% | -12% | 0% | -11% | -17% | -1 | -4% | 37%
CCOC(=O)c1sc(NS(=O)(=O)c2ccc(NC(C)=O)cc2)nc1C | 18% | 8% | 1% | 0% | 0% | -9% | -10 | -2% | u
Nc1ccc(S(=O)(=O)Nc2nccc(/C=C/c3ccccc3F)n2)cc1 | 20% | -4% | 0% | -2% | -26% | -8% | -4 | -2% | 4%
O=C(c1ncc[nH]1)c1ccccc1C(=O)N1CCOCC1 | 3% | -1% | 1% | 9% | 37% | -2% | -1 | -3% | -13%
COc1ccc(NC(=O)CN2CCCN(Cc3ccccc3)S2(=O)=O)cc1 | -4% | -4% | 0% | -8% | 2% | 3% | -1 | -1% | x
O=C(CNC(=O)c1cccc(F)c1)N/N=C/c1cc(Br)ccc1OCc1ccccc1 | -13% | -20% | 2% | -13% | 1% | -9% | -1 | 5% | 2%
O=Cc1cn(CC(O)CN2CCCCC2)c2ccccc12 (stereo unspecified) | 10% | -1% | 4% | -8% | 26% | -11% | -4 | 2% | 8%
COc1ccc(-c2csc(CCn3nc(C)cc3C)n2)cc1 | 113%[activator] | -2% | -9% | -15% | -11% | -17% | -9 | 1% | -7%
CC1CCCCC12NC(=O)N(CC(=O)c1ccc3c(c1)OCO3)C2=O (stereo unspecified) | -1% | x | x | -10% | x | -12% | -4 | -1% | -4%
COc1ccc(S(=O)(=O)NC2CC(=O)N(c3ccc4c(c3)OCCO4)C2)cc1 (stereo unspecified) | 1% | x | x | 7% | x | -20% | -11 | -4% | 7%
Cc1ccccc1S(=O)(=O)Cc1ccc(C(=O)N2CCN(c3ccc(F)cc3)CC2)o1 | 11% | -18% | -4% | -19% | 17% | -13% | 7 | -6% | -6%
CCCCCn1c(NC(=O)c2ccco2)c(S(=O)(=O)c2ccc(C)cc2)c2nc3ccccc3nc21 | 18% | 8% | u | -20% | -3% | u | 10 | -3% | -9%
CN(C)c1ccc(CNS(=O)(=O)c2ccc3c(c2)NC(=O)CS3)cc1 | 2% | 5% | -3% | 10% | 19% | -6% | 1 | -2% | 50%[activator]
CC(=O)c1sc(NC(=O)COc2ccc(Cl)cc2C)nc1C | -3% | 0% | 1% | -2% | 4% | -7% | -1 | -2% | 3%
CCCCc1ccc(NC(=O)c2ccc3c(c2)CCN3S(=O)(=O)c2ccccc2)cc1 | u | 61%[activator] | -9% | u | -12% | -21% | -2 | 0% | x
CC(SCc1nc2sc3c(c2c(=O)[nH]1)CCCC3)C(=O)Nc1ccccn1 (stereo unspecified) | u | x | x | -2% | x | -23% | 2 | -3% | 5%
C=C(C)c1ccc(C(C)(C)NC(=O)NCc2ccco2)cc1 | -26% | -1% | -1% | -6% | 1% | -14% | -1 | 2% | 2%
O=C(CCNC(=O)c1ccco1)Nc1ccc(OC(F)F)cc1 | 34%[activator] | 5% | -2% | -2% | 9% | -13% | -7 | -4% | 8%
CCN(C(=O)Cc1ccc(NC2=NC3CS(=O)(=O)CC3S2)cc1)c1ccccc1 (stereo unspecified) | 15% | -12% | 0% | 0% | -2% | -6% | 0 | -4% | 34%
C=CCNC(NC(=O)c1ccccc1)(C(=O)OCC)C(F)(F)F (stereo unspecified) | 1% | -17% | 1% | -9% | 11% | -7% | -16 | -1% | 1%
Later entries.
SMILES | POLI inh | Apoferritin bind | BLM helicase inh | POLK inh | Pol beta inh | POLH inh | LDHA block | GRP78 ERSR act | APEX1 inh
O=C(CSc1nnc2n1CCCN2)c1ccc(Cl)cc1 | 19% | -15% | 5% | -17% | 15% | 0% | -4 | 2% | -6%
CC(C)(C)NC(=O)CN(C(=O)Cn1nnc(-c2ccc(Cl)cc2)n1)C1CCN(Cc2ccccc2)CC1 | -7% | -10% | 6% | -17% | -18% | -12% | -3 | -9% | -11%
CCCSC1=NC2(CCN(C(=O)NC3CCCCC3)CC2)N=C1c1ccc(OC)cc1 | 16% | -23% | -5% | -10% | 3% | -11% | 1 | 1% | x
c1ccc(-c2csc(-c3ccncc3)n2)cc1 | -17% | u | -2% | -16% | 4% | -19% | -5 | 0% | 2%
COC(=O)c1ccn(-c2nc(-c3ccc(Cl)cc3)cc(C(F)(F)F)n2)n1 | -4% | -17% | -6% | -7% | 26% | -3% | 3 | -2% | x
O=C(c1cc2ccccc2o1)N1CCN(S(=O)(=O)c2ccc(F)c(F)c2F)CC1 | 0% | x | x | -9% | x | -10% | -4 | -4% | 8%
COc1ccc(C(=O)Nc2ccc(-c3nnc4n3CCCCC4)cc2)cc1 | -14% | -1% | 0% | -18% | -19% | -5% | -5 | -1% | x
COc1ccc(OC)c(C(=O)NC(CC(N)=O)c2ccc(NCc3ccccn3)c([N+](=O)[O-])c2)c1 (stereo unspecified) | 3% | -13% | -1% | 14% | 26% | -6% | 6 | -5% | 32%
Nc1nc(CSC(=S)N2CCCCC2)nc(Nc2ccccc2)n1 | 103%[activator] | -12% | -10% | -16% | 9% | -20% | -5 | 9% | -2%
c1ccc(OCCOCCN2CCN(C(c3ccccc3)c3ccccc3)CC2)cc1 | 12% | -10% | -3% | -17% | -15% | -11% | -14 | -8% | 6%
CC(C)(C)c1ccc(C(=O)Nc2ccc3nc(SCC(=O)N4CCCC4)sc3c2)cc1 | 21% | -3% | -11% | 3% | -4% | -1% | -3 | -8% | x
O=C(Nc1ccc(F)cc1)Nc1nnc(COc2ccccc2F)s1 | 44%[activator] | -17% | -6% | -7% | 60% | -18% | -2 | -2% | 0%
C/C(=N\Nc1ccc([N+](=O)[O-])cc1)c1ccc2c(c1)OCO2 | -2% | -21% | -5% | -12% | 1% | 4% | -15 | -1% | -2%
CCCCNC(=O)CNC(=S)N(Cc1cc(OC)c(OC)c(OC)c1)C1CCCC1 | 147%[activator] | -6% | 1% | -10% | -2% | -4% | -5 | -3% | 4%
COc1ccc(C(O)c2nc3ccccc3s2)cc1 (stereo unspecified) | x | u | -2% | x | 4% | x | x | x | 4%
COc1cccc(C(=O)NNC(=O)C(=O)Nc2ccc(C)c(Cl)c2)c1 | 7% | -13% | -9% | -13% | 79µM* | -12% | -9 | -5% | 3%
CC(Nc1oc(-c2ccc(COc3ccccc3)o2)nc1C#N)c1ccccc1 (stereo unspecified) | 52%[activator] | 51%[activator] | -4% | -27% | u | -5% | 1 | -4% | x
OCC(CO)(CO)NC(=S)Nc1cc(Cl)cc(Cl)c1 | 13% | 6% | 0% | -22% | 68% | -17% | -1 | -3% | -4%
O=c1cc(C(Cl)(Cl)Cl)oc2c1ccc1ccccc12 | 4% | -14% | -1% | -12% | 28% | 2% | 1 | -10% | -2%

3 compounds from above, sorted by number of heavy atoms, smallest number first:
SMILES | POLI inh | Apoferritin bind | BLM helicase inh | POLK inh | Pol beta inh | POLH inh | LDHA block | GRP78 ERSR act | APEX1 inh
C=C(C)c1ccc(C(C)(C)NC(=O)NCc2ccco2)cc1 | -26% | -1% | -1% | -6% | 1% | -14% | -1 | 2% | 2%
C=CCNC(NC(=O)c1ccccc1)(C(=O)OCC)C(F)(F)F (stereo unspecified) | 1% | -17% | 1% | -9% | 11% | -7% | -16 | -1% | 1%
COc1ccc(OC)c(C(=O)NC(CC(N)=O)c2ccc(NCc3ccccn3)c([N+](=O)[O-])c2)c1 (stereo unspecified) | 3% | -13% | -1% | 14% | 26% | -6% | 6 | -5% | 32%

Of the compounds above, these have an aryl thioether with sulfur outside any ring.
SMILES | POLI inh | Apoferritin bind | BLM helicase inh | POLK inh | Pol beta inh | POLH inh | LDHA block | GRP78 ERSR act | APEX1 inh
O=C(CSc1nnc2n1CCCN2)c1ccc(Cl)cc1 | 19% | -15% | 5% | -17% | 15% | 0% | -4 | 2% | -6%
CC(C)(C)c1ccc(C(=O)Nc2ccc3nc(SCC(=O)N4CCCC4)sc3c2)cc1 | 21% | -3% | -11% | 3% | -4% | -1% | -3 | -8% | x

Bioassay records deposited in PubChem by National Center for Advancing Translational Sciences (NCATS).
